core dimer inh – HCV core protein dimerization inhibition | TR-FRET GST/Flag-core106 dimerization, 1536-well | inhibition, % at 5 µM | 0.33% of 300,000 active | AID 1899;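 active means inhibition above the mean of all tested compounds plus 3 SD, set per screening campaign, cut at about 45% in these data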
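System: GST-tagged and Flag-tagged HCV core protein residues 1-106 / Input: core106 proteins, GST 13.5 nM and Flag 17 nM / Buffer or medium: KF-containing HEPES buffer, pH 7.45, DTT, CHAPS, BSA / Probe or stimulus: Eu-anti-GST and XL665-anti-Flag labelled anti-tag antibodies / Schedule: 4 h, 22.5 °C incubation / Technique: TR-FRET 671 and 617 nm emission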
JMJD2C inh – human JMJD2C demethylase inhibition | Q9H3R0 | GST-JMJD2C(1-420) H3K9me3 demethylation, DELFIA europium | inhibition, % at 2.35 µM | 0.069% of 330,000 active;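 active means more than half of a compound's replicate wells show inhibition beyond 50%, single wells judged on their own value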;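 further: signal counts dimethyl H3K9 product captured on neutravidin plate; 0% = median of DMSO wells and 100% = 0.3 times that DMSO median; strong numbers were not always called active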
PREPL inhibitor – human PREPL enzyme inhibition; Q4J6C6; inhibition, % at 5.96 µM; 0.68% of 320,000 active; recombinant PREPL, fluorescence polarization activity-based probe; in the data active means inhibition above about 43%;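 further: 0% = enzyme with DMSO and 100% = wells lacking enzyme; many of its hits are not listed in these tables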
Target sequence (Q4J6C6 whole entry, looked up): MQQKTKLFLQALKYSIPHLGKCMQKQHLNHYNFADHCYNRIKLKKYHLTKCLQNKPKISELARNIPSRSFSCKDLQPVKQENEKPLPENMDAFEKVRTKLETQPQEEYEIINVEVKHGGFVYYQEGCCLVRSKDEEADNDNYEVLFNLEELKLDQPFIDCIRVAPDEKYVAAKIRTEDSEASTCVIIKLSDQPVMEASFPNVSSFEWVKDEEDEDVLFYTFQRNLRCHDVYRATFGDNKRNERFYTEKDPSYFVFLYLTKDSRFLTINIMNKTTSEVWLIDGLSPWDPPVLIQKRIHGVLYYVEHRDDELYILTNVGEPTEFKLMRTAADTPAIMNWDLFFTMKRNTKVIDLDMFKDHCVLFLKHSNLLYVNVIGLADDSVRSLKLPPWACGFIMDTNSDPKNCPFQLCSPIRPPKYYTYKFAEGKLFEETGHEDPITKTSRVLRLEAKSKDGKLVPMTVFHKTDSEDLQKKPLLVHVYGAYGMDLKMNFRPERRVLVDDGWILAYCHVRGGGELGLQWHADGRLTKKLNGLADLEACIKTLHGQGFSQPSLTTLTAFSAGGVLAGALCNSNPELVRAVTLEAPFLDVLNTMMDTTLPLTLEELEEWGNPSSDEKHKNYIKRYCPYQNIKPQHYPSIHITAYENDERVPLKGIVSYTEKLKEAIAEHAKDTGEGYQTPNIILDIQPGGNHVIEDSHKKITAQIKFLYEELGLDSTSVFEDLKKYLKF
CTSL1 counter – counter-screen for PFM18AAP inhibitors: inhibitors of F. hepatica cathepsin L1; recombinant F. hepatica cathepsin L1, Z-Leu-Arg-MCA fluorescence; inhibition, % at 5.96 µM; 0.49% of 300,000 active;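 active means inhibition above the mean of all tested compounds plus 3 SD, set per screening campaign, cut at about 17% in these data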;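 further: 0% = plate median of test compound wells and 100% = 1 µM Z-Phe-Ala-diazomethylketone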
LYPLA2 inh – blocks human lysophospholipase 2, a PME1 counter-screen; 0.38% of 320,000 active; O95372; inhibition, % at 5.9 µM; recombinant LYPLA2, FP-Rh probe fluorescence polarization;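 active means inhibition above the screen-wide mean plus 3 SD, limit set per campaign, cut at about 26% in these data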;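 further: 0% = LYPLA2 with DMSO and 100% = wells lacking LYPLA2 enzyme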
Efflux pump inh – inhibitors of Candida antifungal efflux pumps expressed in yeast; 0.44% of 330,000 active; inhibition, % at 10 µM; S. cerevisiae Candida pump triplex, Nile Red efflux; AID 485275;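 active means plate passing quality check with inhibition over a set limit, or well fluorescence over plate mean plus 4 SD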;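 further: Nile Red retained in pooled yeast measured as flow cytometry median fluorescence; 0% = buffer negative control and 100% = Enniatin B positive control; higher means more Nile Red kept so more efflux inhibition; some compounds called inactive have numbers as strong as hits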
TPT1 inhibitor – blocks Candida albicans tRNA 2'-phosphotransferase; recombinant caTPT1, FP RNA substrate dephosphorylation; 0.81% of 300,000 active; AID 1962; inhibition, % at 5 µM;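 active means inhibition above the mean of all tested compounds plus 3 SD, set per screening campaign, cut at about 24% in these data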;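 further: plate controls were DMSO alone for no effect and ferristatin control at 100 nM for full effect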
PP5 primary – blocks human protein phosphatase 5 activity; purified PP5c, OMFP substrate fluorescence; inhibition, % at 6.7 µM; 0.18% of 320,000 active; AID 1987;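 active means inhibition above the campaign's mean inhibition across all tested compounds plus 3 SD, cut at about 9.5% in these data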;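 further: 0% = DMSO only and 100% = 100 µM cantharidin control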
PP1 counter – counter-screen for PP5 inhibitors: inhibitors of human PP1-alpha; P62136; purified PP1alpha, OMFP fluorescence; inhibition, % at 6.7 µM; 0.9% of 320,000 active; AID 2235;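 active means inhibition above the mean inhibition of all tested compounds plus 3 SD, computed separately for each screening campaign, cut at about 15% in these data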
Target sequence (P62136 whole entry, looked up): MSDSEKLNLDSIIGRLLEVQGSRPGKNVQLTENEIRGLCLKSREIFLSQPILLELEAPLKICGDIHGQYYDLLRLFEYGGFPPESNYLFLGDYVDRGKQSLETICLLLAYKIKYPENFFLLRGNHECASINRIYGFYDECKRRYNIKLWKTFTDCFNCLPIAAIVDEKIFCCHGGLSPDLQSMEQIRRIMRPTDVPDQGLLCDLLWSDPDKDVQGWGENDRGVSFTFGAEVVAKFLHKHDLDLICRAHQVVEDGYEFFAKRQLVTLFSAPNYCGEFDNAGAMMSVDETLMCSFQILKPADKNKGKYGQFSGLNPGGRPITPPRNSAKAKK
* marks the source's active call; other numbers are inactive results; . = no result given. A portion of the library. The share of hits here may be higher or lower than overall.

1: O=C(NC1CCC(O)CC1)c1cccc2cccnc12 (stereo not given)
2: COc1ccc(C(C)(C)NC(=O)C2CCC(=O)N(CCCN3CCCC3=O)C2)cc1 (stereo not given)
3: Cc1nn(CC(=O)NCCCN2CCC(Cc3ccccc3)CC2)c(=O)c2cc(-c3ccccc3)nn12
4: Clc1ccc(OCCn2ccnc2)c(Cl)c1
5: Cc1ccc2c(c1)nnn2C1CCN(CC(=O)N2c3ccccc3CC2C)CC1 (stereo not given)
6: Cc1cc(C(=O)Nc2nnc(C3CCCCC3)s2)cs1
7: COc1ccc(CNC(=O)c2c(C)cc(=O)oc2C)cc1
8: CC(=O)N1CCN(CC(=O)Nc2cc([N+](=O)[O-])ccc2Cl)CC1

Screen / compound no.,1,2,3,4,5,6,7,8
core dimer inh,0,-3,-4,-3,0,-3,-1,0
JMJD2C inh,32,-3,-13,7,-3,6,-14,.
PREPL inhibitor,2,3,14,1,4,6,1,0
CTSL1 counter,2,-1,-1,1,2,5,-2,-2
LYPLA2 inh,-5,-3,2,7,13,-1,0,-6
Efflux pump inh,0.0,0.0,-0.3,0.0,0.1,0.0,-0.2,0.0
TPT1 inhibitor,2,-1,-3,1,6,3,2,3
PP5 primary,-2.8,1.6,-0.8,-1.5,2.6,1.4,-1.1,-0.3
PP1 counter,-2,-4,0,6,-1,-2,-4,1

9: O=S(=O)(NCCCCNS(=O)(=O)c1c(F)cccc1F)c1ccc2c(c1)OCCO2
10: CCOCCCNC(=O)C(NC(=O)c1ccc(=O)[nH]c1)c1ccc(Cl)cc1 (stereo not given)
11: Cc1cccc(C2c3[nH]c4ccccc4c3CCN2C(=O)c2cn(C)c3ccccc3c2=O)n1 (stereo not given)
12: O=C(Nc1ccccn1)C12CC3CC(CC(C3)C1)C2
13: Cc1nc2ccccc2n1CC(=O)NC1CCCC1
14: O=C1C[C@H]2[C@H](CO)[C@@H](OC(=O)c3ccc(-c4ccccc4)cc3)C[C@H]2O1
15: CN(CCOc1ccccc1)CCOc1ccccc1
16: Cc1onc(-c2ccccc2)c1C(=O)Nc1ccc(OC(C)C)cc1

Screen / compound no.,9,10,11,12,13,14,15,16
core dimer inh,.,-1,8,-1,-9,-6,-21,-1
JMJD2C inh,2,2,-2,-23,17,-19,-22,8
PREPL inhibitor,17,1,7,9,18,5,-4,-12
CTSL1 counter,.,-8,2,3,-2,1,10,0
LYPLA2 inh,7,8,-1,1,-1,4,7,4
Efflux pump inh,-0.2,-0.2,0.1,-0.2,0.9,0.0,-0.1,-0.1
TPT1 inhibitor,.,-2,0,-2,1,-5,1,-2
PP5 primary,1.4,1.4,2.1,-3.0,1.1,-2.0,-1.1,-0.1
PP1 counter,1,-1,2,-3,-5,-4,-5,-5

17: CC(CN1CCCC1)OC(=O)c1ccccc1Cl (stereo not given)
18: COC(=O)CSc1nnc(-c2cccc(NC(=O)c3ccc(C)cc3)c2)n1C
19: Cc1ccc(C(C)C)c(OCC(=O)N/N=C2\CC(=O)CC(C)(C)C2)c1
20: O=C(Nc1ccc(SC(F)F)cc1)C1=COCCO1
21: NC(=O)Cn1c(=O)n(CCCC(=O)NC2CCN(Cc3ccccc3)CC2)c(=O)c2ccccc21
22: CCN(CC)CCNc1nc(-c2ccccc2)c2c(c1C#N)CC(C)(C)OC2
23: O=C(NCC(=O)N1CC=C(c2ccccc2)CC1)c1ccccc1Br
24: CCc1ccc(N/C(N)=N/c2nc(CSc3ncccn3)cc(=O)[nH]2)cc1

Screen / compound no.,17,18,19,20,21,22,23,24
core dimer inh,6,1,12,-5,-5,-7,-3,6
JMJD2C inh,6,2,166,-2,8,-1,-2,8
PREPL inhibitor,-6,6,7,5,7,5,12,1
CTSL1 counter,1,3,2,-6,1,-3,2,2
LYPLA2 inh,3,-4,3,-5,7,3,4,-2
Efflux pump inh,-0.1,0.0,0.0,0.0,-0.1,0.0,-0.1,-0.3
TPT1 inhibitor,0,0,-1,-1,-5,-3,1,0
PP5 primary,-0.6,0.3,1.2,1.9,1.6,-0.1,2.9,-2.3
PP1 counter,-2,3,0,-4,-2,-2,0,-3

25: CC(=O)Nc1ccc(C(=O)COC(=O)c2nc3nc(C)cc(C)n3n2)cc1
26: CC(NCc1ccccc1)C1COc2ccccc2O1 (stereo not given)
27: Cc1ccc(NC(=O)CSc2cccc3cccnc23)c(C)c1
28: CC(C)(C)c1nn(-c2ccccc2)c2[nH]c(=O)c(CNCc3ccc4c(c3)OCO4)cc12
29: COc1ccc(NC(=O)c2cccc(N3C(=O)C4CC=C(C)CC4C3=O)c2)c(OC)c1 (stereo not given)
30: Cn1c(=O)c2nc(-c3ccccc3)oc2c2ccccc21
31: CN(C)S(=O)(=O)c1ccc(N2CCCC2)c(C(=O)OCC(=O)NC2(C#N)CCCCC2)c1
32: CCCCOC(=O)Nc1ccc(S(=O)(=O)Nc2nccs2)cc1

Screen / compound no.,25,26,27,28,29,30,31,32
core dimer inh,.,0,-13,3,4,14,2,-3
JMJD2C inh,.,12,18,-15,31,7,-3,2
PREPL inhibitor,12,-10,11,3,-4,-10,-3,3
CTSL1 counter,.,-4,9,-1,3,-1,0,-6
LYPLA2 inh,-7,-4,8,-2,-1,-6,3,2
Efflux pump inh,-0.1,-0.1,-0.2,-0.1,0.0,0.1,-0.1,0.2
TPT1 inhibitor,.,-1,0,-1,0,2,-1,1
PP5 primary,-0.7,2.0,0.0,3.0,1.9,-1.6,0.7,-0.2
PP1 counter,-4,-4,5,9,3,0,-2,-9

Given tab-delimited: entries from further up
entry	molecule	core dimer inh	JMJD2C inh	PREPL inhibitor	CTSL1 counter	LYPLA2 inh	Efflux pump inh	TPT1 inhibitor	PP5 primary	PP1 counter
15	CN(CCOc1ccccc1)CCOc1ccccc1	-21	-22	-4	10	7	-0.1	1	-1.1	-5
16	Cc1onc(-c2ccccc2)c1C(=O)Nc1ccc(OC(C)C)cc1	-1	8	-12	0	4	-0.1	-2	-0.1	-5
17	CC(CN1CCCC1)OC(=O)c1ccccc1Cl (stereo not given)	6	6	-6	1	3	-0.1	0	-0.6	-2
18	COC(=O)CSc1nnc(-c2cccc(NC(=O)c3ccc(C)cc3)c2)n1C	1	2	6	3	-4	0.0	0	0.3	3
19	Cc1ccc(C(C)C)c(OCC(=O)N/N=C2\CC(=O)CC(C)(C)C2)c1	12	166	7	2	3	0.0	-1	1.2	0
20	O=C(Nc1ccc(SC(F)F)cc1)C1=COCCO1	-5	-2	5	-6	-5	0.0	-1	1.9	-4
21	NC(=O)Cn1c(=O)n(CCCC(=O)NC2CCN(Cc3ccccc3)CC2)c(=O)c2ccccc21	-5	8	7	1	7	-0.1	-5	1.6	-2
22	CCN(CC)CCNc1nc(-c2ccccc2)c2c(c1C#N)CC(C)(C)OC2	-7	-1	5	-3	3	0.0	-3	-0.1	-2
23	O=C(NCC(=O)N1CC=C(c2ccccc2)CC1)c1ccccc1Br	-3	-2	12	2	4	-0.1	1	2.9	0
24	CCc1ccc(N/C(N)=N/c2nc(CSc3ncccn3)cc(=O)[nH]2)cc1	6	8	1	2	-2	-0.3	0	-2.3	-3
25	CC(=O)Nc1ccc(C(=O)COC(=O)c2nc3nc(C)cc(C)n3n2)cc1	.	.	12	.	-7	-0.1	.	-0.7	-4
26	CC(NCc1ccccc1)C1COc2ccccc2O1 (stereo not given)	0	12	-10	-4	-4	-0.1	-1	2.0	-4
27	Cc1ccc(NC(=O)CSc2cccc3cccnc23)c(C)c1	-13	18	11	9	8	-0.2	0	0.0	5
28	CC(C)(C)c1nn(-c2ccccc2)c2[nH]c(=O)c(CNCc3ccc4c(c3)OCO4)cc12	3	-15	3	-1	-2	-0.1	-1	3.0	9
29	COc1ccc(NC(=O)c2cccc(N3C(=O)C4CC=C(C)CC4C3=O)c2)c(OC)c1 (stereo not given)	4	31	-4	3	-1	0.0	0	1.9	3

Next structures follow:
33: CCc1ccc(NC(=O)c2ccccc2Br)cc1
34: N#Cc1cc(-c2ccccc2)nc(N2CCNCC2)n1
35: CSc1nc(C)cc(OCC(=O)n2nc(C)cc2C)n1
36: COc1ccccc1/C=N/NC(=O)c1ccc2c(c1)OCO2
37: C/C(N)=C(/C#N)C(=O)COC(=O)C1CCC(C(C)(C)C)CC1 (stereo not given)
38: NC(=O)c1ccc[n+](CC(=O)c2ccc(F)cc2)c1
39: CCC(C)[C@H](NC(=O)NCCCOC(C)C)C(=O)OC (stereo not given in full)
40: CCc1ccc(-n2c(=O)c3c(C)c(C(=O)N(C)C)sc3n(CC(=O)NCC3CCCO3)c2=O)cc1 (stereo not given)

Screen / compound no.,33,34,35,36,37,38,39,40
core dimer inh,2,4,0,-1,-11,-3,-1,-3
JMJD2C inh,9,-19,-2,2,-3,2,.,1
PREPL inhibitor,-3,-56,-5,-1,-3,6,5,-7
CTSL1 counter,-3,1,-3,-1,4,-1,-3,3
LYPLA2 inh,9,-2,-1,2,-3,0,-4,-2
Efflux pump inh,-0.1,0.3,0.1,0.0,0.0,0.1,0.1,-0.1
TPT1 inhibitor,-2,4,-1,-2,-2,-2,-3,-2
PP5 primary,-2.0,1.8,-0.3,0.2,5.6,2.4,-2.1,-2.2
PP1 counter,-9,-7,-2,0,0,0,-4,1

41: CCc1ccc(NC(=O)c2sccc2-n2cccc2)cc1
42: N#Cc1ccccc1CN1C(=O)S/C(=C/c2cccn2-c2cccc(C(=O)O)c2)C1=O
43: CCn1cc(C(=O)NCCOC)c(=O)c2ccc(C)nc21
44: COc1ccc(CCNC(=O)CN(C)S(=O)(=O)c2cccs2)cc1
45: CN(C)CCCN(C(=O)COc1ccc(Cl)cc1)c1nc2ccc(F)cc2s1
46: COc1ccc(S(=O)(=O)Nc2ccccc2N2CCOCC2)cc1[N+](=O)[O-]
47: CCn1c(CC(=O)Nc2ccc(C)cc2)nnc1SCC(=O)NCc1ccccc1
48: COc1ccc(CCN2C(=O)CC(Cc3ccc(Br)cc3)C2=O)cc1OC (stereo not given)
49: CC(C(=O)O)c1ccc2c(c1)[nH]c1ccc(Cl)cc12 (stereo not given)

Screen / compound no.,41,42,43,44,45,46,47,48,49
core dimer inh,-7,74*,6,.,-7,-6,-1,3,4
JMJD2C inh,6,19,3,-5,-2,0,0,-14,8
PREPL inhibitor,-13,0,8,3,-28,10,-8,-36,6
CTSL1 counter,3,2,-4,.,0,-4,-1,1,2
LYPLA2 inh,5,-13,2,7,6,-2,-1,6,0
Efflux pump inh,0.3,0.3,-0.1,-0.1,-0.2,-0.1,0.1,0.2,-0.3
TPT1 inhibitor,0,9,1,.,-2,1,-3,-4,-2
PP5 primary,3.6,-3.9,0.4,1.4,2.4,-0.4,2.3,2.6,1.4
PP1 counter,1,6,-3,-3,6,-5,-2,1,1

Screens (PubChem BioAssay)
